Assay outcomes as filed in PubChem BioAssay.
PKA-R1A activ – activators of PKA-R1A holoenzyme, primary screen, biochemical, fluorescence polarization, Cy5-IP20, bovine R1A, mouse PKAc; cAMP-dependent protein kinase type I-alpha regulatory subunit (Bos taurus) + …; PKA-R1A dissociation; scaled: DMSO 0%, 113 µM cGMP 100%; activation, % at 11.4 µM; actives 0.083% (n = 340,000); AID 504707, 2011;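 active means percent activation above the mean of all tested compounds plus 3 SD, cut at about 19% in these data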;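 further: higher means more PKAc released from R1A so a rise in polarization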
AddAB inh – growth inhibition of E. coli expressing H. pylori AddAB, primary screen, AddAB inhibitor project, absorbance | inhibition, % at 11.9 µM | actives 0.29% (n = 330,000); in the data active means inhibition above about 12%;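 further: 0% = vehicle wells of infected cells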
phage Ecoli inh – growth loss of phage-infected E. coli, primary screen, RecBCD inhibitor project, absorbance, with phage, HTS | inhibition, % at 11.9 µM | actives 0.26% (n = 360,000) | AID 651602, 2012; in the data active means inhibition above about 11%
Tat transport – E. coli Tat export inhibitors, primary screen, MC4100, TorA-mCherry reporter, fluorescence, single point | inhibition, % at 10 µM | actives 0.036% (n = 340,000);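 active means mean replicate inhibition at least 50% and at least half of replicates individually reaching 50%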;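 further: exported cargo escapes ClpAP degradation while cytoplasmic cargo is degraded and loses fluorescence; 0% = median of neutral control wells and 100% = median of NaSCN control wells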
OPRM1-OPRD1 inv – inverse agonists of MOR-DOR heterodimerization, primary screen, cell-based, luminescence. Mu-type opioid receptor (Homo sapiens) + Delta-type opioid receptor (Homo sapiens), …. AID 504357, 2011. cell-based MOR-DOR heterodimer luminescence, inverse agonism. inhibition, % at 9.3 µM. actives 0.21% (n = 340,000); in the data active means inhibition above about 22%, passing the limit was not always enough;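 further: 0% = cells with DMSO and 100% = wells without cells with DMSO; values of inactives mirror those of a sister screen read the other way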
Target sequence (P35372 whole entry, looked up): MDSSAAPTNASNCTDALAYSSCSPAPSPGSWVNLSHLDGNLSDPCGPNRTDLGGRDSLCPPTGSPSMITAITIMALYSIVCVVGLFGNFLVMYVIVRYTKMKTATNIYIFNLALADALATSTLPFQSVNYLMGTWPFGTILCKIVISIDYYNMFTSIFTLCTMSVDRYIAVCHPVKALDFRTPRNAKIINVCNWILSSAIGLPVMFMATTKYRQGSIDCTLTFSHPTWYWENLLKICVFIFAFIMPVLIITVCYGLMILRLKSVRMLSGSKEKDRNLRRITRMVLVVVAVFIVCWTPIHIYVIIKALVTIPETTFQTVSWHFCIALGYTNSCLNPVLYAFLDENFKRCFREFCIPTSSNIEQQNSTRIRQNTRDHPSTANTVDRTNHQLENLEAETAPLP
Target sequence (P41143 whole entry, looked up): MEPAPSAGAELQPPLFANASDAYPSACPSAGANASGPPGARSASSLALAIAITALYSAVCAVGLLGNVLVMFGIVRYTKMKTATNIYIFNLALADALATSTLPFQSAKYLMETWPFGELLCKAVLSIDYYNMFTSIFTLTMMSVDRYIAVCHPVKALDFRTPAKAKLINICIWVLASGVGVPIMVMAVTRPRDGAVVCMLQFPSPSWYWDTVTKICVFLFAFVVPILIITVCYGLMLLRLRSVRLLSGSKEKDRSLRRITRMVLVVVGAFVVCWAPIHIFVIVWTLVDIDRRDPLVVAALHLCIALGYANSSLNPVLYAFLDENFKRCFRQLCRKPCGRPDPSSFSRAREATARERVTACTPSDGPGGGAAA
E coli growth – E. coli V3065 growth inhibition, primary screen, counter-screen for AddAB inhibitor project, absorbance, OD600 | AID 449728, 2010 | actives 0.27% (n = 330,000) | 18 h | inhibition, % at 11.9 µM;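 active means inhibition above the campaign's mean inhibition across all tested compounds plus 3 SD, cut at about 9.9% in these data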;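 further: uninfected addAB+ strain grown without phage in ampicillin broth; 0% = DMSO wells and 100% = ciprofloxacin 0.95 µg/ml wells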
PfHsp90 yeast 2 – growth inhibition of PfHsp90-expressing yeast, primary screen, antimalarial PfHsp90 inhibitor project, S. cerevisiae, BacTiter-Glo luminescence, single point, set 2 | BacTiter-Glo ATP, 48 h; yeast lacking PDR1 and PDR3 efflux regulators | inhibition, % at 9.4 µM | actives 0.32% (n = 310,000);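 active means every replicate shows inhibition above about 80%, whatever the replicate mean, limit read from the data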;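 further: 0% = DMSO neutral controls and 100% = 20 µM radicicol positive controls; yeast relying on Plasmodium falciparum Hsp90 in place of its own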
Arrestin-AP2 inh – inhibitors of beta-arrestin/AP2 binding, primary screen, biochemical, GPCR trafficking, flow cytometry | FITC-arrestin peptide / GST-AP2 beads; AP2 beta2 appendage carries R879A mutation | inhibition, % at 10 µM | actives 0.31% (n = 340,000) | AID 504490, 2011;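 active means inhibition above a set limit, near 3 SD of compounds lacking own fluorescence, cut at about 54% in these data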;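 further: plate controls were DMSO wells for no effect and 5 µM unlabelled arrestin peptide for full effect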
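Material – AP2 appendage R879A on GSH beads · Buffer or medium – PBS with 0.05% Tween 20 and 0.1% BSA · Probe or stimulus – fluorescein-tagged arrestin peptide at 50 nM final · Incubation – compound with beads 12 min RT, then probe 1 h RT · Detection – high-throughput flow cytometry of beads, ex 488, em 535 nm · Evaluation – percent response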
SUMO Mot1 rescue – yeast Mot1-301 growth rescue at high temperature, primary screen, SUMOylation pathway inhibitor project, S. cerevisiae, ATP luminescence, 38.5C. AID 2716, 2010. growth rescue, % at 18.8 µM. actives 1% (n = 320,000). S. cerevisiae Mot1-301 growth rescue; percent above DMSO median, 100 means doubled;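 active means every valid replicate shows activation above 250% relative to neutral control wells; inactive means the rest, any valid replicate at or below 250%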;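 further: OY570 slx delta 5 strain wells were the positive control but not used for scaling; some compounds called inactive have numbers as strong as hits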
DSG3 Ab inh – inhibitors of pemphigus antibody binding to DSG3, primary screen, biochemical, bead-based, flow cytometry, scFv-GFP. Desmoglein-3 (Homo sapiens), P32926. DSG3-coupled beads, scFv-anti-DSG3-GFP binding; stronger effect = lower value. binding (percent of control), % at 10 µM. actives 0.48% (n = 310,000);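 active means binding more than 3 SD below its plate's average and above zero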;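 further: hits lower antibody fragment binding to DSG3; some compounds called inactive have numbers as strong as hits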
MOR-DOR ag – agonists of OPRM1-OPRD1 heterodimerization, primary screen, cell-based, luminescence; Mu-type opioid receptor (Homo sapiens) + Delta-type opioid receptor (Homo sapiens), …; actives 0.3% (n = 340,000); activation, % at 9.3 µM; cells; in the data active means activation above about 18%;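 further: 0% = vehicle-treated cells and 100% = reference agonist; values of inactives mirror those of a sister screen read the other way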
* hit, by the source's call; · = no result given.

SMILES	PKA-R1A activ	AddAB inh	phage Ecoli inh	Tat transport	OPRM1-OPRD1 inv	E coli growth	PfHsp90 yeast 2	Arrestin-AP2 inh	SUMO Mot1 rescue	DSG3 Ab inh	MOR-DOR ag
Cc1cc(C)c(S(=O)(=O)N(C)CC(=O)NCCN2CCOCC2)c(C)c1	-9.0	4.7	-0.3	-4.1	5.4	0.6	19.2	-12.9	178.1	101.3	-1.0
COc1ccc2c(c1)CCC1C2=NN(/C(C)=C/C(C)=O)C1c1cccc(F)c1 (centres undefined)	-3.3	6.5	-1.2	4.7	-20.6	-2.2	-2.6	-2.5	269.6	·	4.5
S=c1[nH]nc(CCc2nc3ccccc3[nH]2)n1-c1cccc(Cl)c1	-3.1	0.0	5.3	1.2	-6.6	-1.3	-17.8	-8.4	-4.7	100.9	1.4
C[C@H](CO)N1C[C@H](C)[C@@H](CN(C)Cc2ccncc2)Oc2ccc(NC(=O)CCCCCC(=O)Nc3ccccc3N)cc2C1=O	4.7	0.4	2.3	-2.2	14.5	-0.4	10.2	-4.7	-11.2	·	-2.6
O=C(NC(=S)Nc1ccccc1Cl)c1ccco1	1.1	-0.3	3.1	0.7	1.2	0.6	-52.0	-5.6	355.3*	113.1	-0.2
Cn1nnnc1SCC(=O)NC(=O)NCc1ccccc1	-10.4	-1.4	2.9	-3.0	9.9	-0.6	0.8	12.4	-8.4	78.9	-1.8
O=C(NCc1ccco1)c1noc2c1CCCCC2	2.2	4.5	3.4	-3.2	0.5	0.9	-19.2	19.5	5.0	99.2	-0.1
CCOC(=O)N1CCC(NC(=O)c2csc3c2CCCC3)CC1	-9.4	-2.7	0.9	-9.1	1.9	-1.7	2.0	22.6	3.5	99.7	-0.3
CN(CCC#N)C(=O)COC(=O)c1cccnc1Nc1ccccc1F	-4.2	-0.2	0.6	-9.5	8.6	-1.1	-1.7	-1.6	63.8	108.0	-1.2
CCOc1ccc(NC(=O)C2C3C=CC4(O3)C2C(=O)N(Cc2cccnc2)C4C(=O)NC2CCCCC2)cc1 (centres undefined)	-0.1	2.0	·	-6.8	6.8	-1.3	6.6	-4.5	35.9	112.4	-1.0
CN(C)/C=C/C(=O)c1ccc(Cl)cc1Cl	-3.5	3.0	4.9	-11.0	2.7	-0.5	7.3	4.1	0.5	100.3	-0.5
Cc1c(C(=O)NC(Cc2ccccc2)c2nc3ccccc3[nH]2)cccc1[N+](=O)[O-] (centres undefined)	3.5	0.5	2.3	-2.1	-9.6	-0.3	3.3	·	1.7	100.2	1.3
CC(C)[C@H](NC(=O)N1CCn2c1nc1ccccc12)C(=O)NCc1ccc2c(c1)OCO2	-3.8	0.4	0.2	-1.6	·	0.4	16.1	-9.7	3.8	·	·
Cc1c(-c2cccc(NC(=O)c3ccco3)c2)nc2ncccn12	7.2	2.2	2.0	5.3	6.2	-0.2	2.3	-42.2	·	100.1	-1.3
CC(C)c1nc(-c2ccccc2)c(-c2ccccc2)[nH]1	1.8	2.4	4.9	-10.2	11.4	0.0	·	4.2	-2.7	104.5	-2.3
Cc1cc(C)cc(Nc2cc(=O)n(C3CCCCC3)c(=O)[nH]2)c1	-11.8	2.4	2.3	-1.5	-25.0	-1.3	-25.6	12.7	0.9	105.5	4.4
CCOC(=O)c1cc(-c2ccccc2)nc2nc(N(CC)CC)sc12	0.9	0.7	-2.7	9.2	-38.9	-0.6	-25.0	35.4	-7.1	·	5.2
CS(=O)(=O)Nc1cccc(C2=NN(C(=O)c3ccco3)C(c3cccs3)C2)c1 (centres undefined)	3.1	4.0	-0.1	-5.9	-9.9	1.1	2.1	-9.7	-9.1	97.0	1.9
CCOc1ccccc1NC(=O)c1ccc(OCC(=O)N2CCOCC2)c(OC)c1	-3.0	0.2	1.9	-2.1	1.2	-0.1	-2.2	11.6	-16.0	·	-0.3
O=C(CCn1c(=O)c2ccccc2n(CC(=O)NCCC2=CCCCC2)c1=O)NCc1ccco1	-8.8	2.8	2.1	-6.6	10.8	0.2	10.9	-6.3	-7.9	·	-2.6
COc1cc(O)c(C(CC(=O)N2CCN(c3ccccc3)CC2)c2ccc(N(C)C)cc2)c(OC)c1 (centres undefined)	1.4	-0.5	-2.2	-11.9	8.7	0.2	·	16.9	-8.6	105.7	-1.6
CCN(CC)c1ccc2cc(C(=O)NNC(=O)c3ccc(S(=O)(=O)N4CCCCC4)cc3)c(=O)oc2c1	2.6	-1.1	3.1	-1.9	-11.3	0.8	11.4	9.3	4.6	168.6	2.2
Cn1c(N)c(C(=O)COC(=O)c2ccnc3ccccc23)c(=O)n(C)c1=O	-7.8	1.6	0.1	0.0	7.1	-3.4	-17.8	5.6	-9.6	98.4	-1.2
O=C(CSc1nncs1)NC1CCCCCCC1	-5.8	1.1	2.1	2.1	9.2	-1.2	-22.0	22.5	0.2	105.0	-2.4
COC(=O)c1sccc1NS(=O)(=O)c1ccc(F)cc1F	2.9	2.3	1.5	-1.2	5.0	-1.2	-52.5	43.3	-11.5	105.9	-1.1
CC(=O)N1CCN(C(=S)c2ccc(Cl)cc2)CC1	-10.6	5.0	1.5	-1.5	10.5	1.6	18.1	-4.5	-23.5	·	-2.0
Cc1nc(CSc2ccc(Cl)cc2)cc(N2CC(C)OC(C)C2)n1 (centres undefined)	14.1	2.6	0.9	0.9	-10.3	0.6	-11.9	-4.9	-4.0	102.7	2.0
CCC(Sc1nc2ncnc(N)c2[nH]1)C(=O)O (centres undefined)	-5.2	5.1	2.3	2.7	9.4	0.1	20.1	-21.1	6.0	105.5	-1.8
O=C(NC1CCSc2ccccc21)c1ccc(F)c(S(=O)(=O)N2CCOCC2)c1 (centres undefined)	2.6	0.2	-0.6	-3.9	4.4	2.4	-17.0	-4.1	-14.7	106.3	-0.8
Cc1cc(C)cc(NC(=O)c2cc(S(=O)(=O)N3CCCC3)cn2C)c1	-17.4	0.8	0.5	-4.7	0.6	0.2	4.1	-4.4	8.8	85.2	-0.1
CN(C(=O)C1CCCN(c2ncnc3c2nc2n3CCCCC2)C1)c1cccc(Cl)c1 (centres undefined)	0.9	0.5	-2.4	3.8	0.2	-2.3	-9.6	11.1	-4.7	·	0.0
CCC(c1nnnn1C1CCCCC1)N(Cc1ccco1)Cc1cc2ccc(OC)cc2[nH]c1=O (centres undefined)	-15.6	·	0.5	-8.3	-3.5	·	-2.5	13.5	·	110.3	0.6
OCC1(CCOc2ccccc2)CCN(Cc2cn[nH]c2-c2ccc(F)cc2)CC1	-0.4	-2.6	1.4	-4.2	3.0	-1.6	21.6	15.6	-1.5	105.1	-0.6
CC(C)CC(NC(=O)CCl)c1ccccc1 (centres undefined)	15.7	4.5	1.7	-8.4	3.2	-0.2	3.6	42.6	-9.5	102.1	-0.6
COc1cccc(-c2cccc(NC(=O)C3CCN(C4CCC4)CC3)c2)c1	-4.5	4.5	0.9	18.4	2.4	2.1	·	0.1	25.3	·	-0.4
CCOCCOC(=O)C1=C(C)Nc2ccc(C)cc2S1	-0.6	3.6	1.0	-5.6	12.8	0.5	-8.3	13.5	22.4	103.6	-2.6
COC(=O)[C@]1(C)N[C@H](CN(C)S(=O)(=O)c2ccc(-c3ccccc3)cc2)[C@@H]2C(=O)N(C)C(=O)[C@@H]21	0.0	4.0	1.6	-0.2	14.8	0.0	-8.4	-14.5	·	84.4	-3.1
CCN(CC)S(=O)(=O)c1ccc(N2CCOCC2)c(NC(=O)Cc2ccc(Cl)cc2)c1	4.8	1.6	2.8	3.9	-10.0	0.0	-22.4	-3.6	8.9	87.4	1.4
Cc1ccc(CNC(=O)C2CC(c3cc(C(F)(F)F)cc(C(F)(F)F)c3)=NO2)o1 (centres undefined)	-4.5	5.5	1.0	-6.3	10.4	0.7	-0.4	27.6	-8.4	97.6	-1.9
COc1ccccc1NC(=S)NN1CCN(C)CC1	4.2	1.2	-0.9	-7.5	4.9	-2.1	1.7	12.9	6.9	·	-0.9
CCc1ccccc1NC(=O)CC(c1ccc(OC)cc1)n1cccc1 (centres undefined)	-9.7	0.0	-0.7	-10.6	8.9	-0.3	27.1	-1.6	-0.8	97.7	-1.7
O=C(c1ccco1)N(Cc1cc2ccccc2[nH]c1=O)C1CCCCC1	2.1	-1.3	2.0	-0.7	8.2	-1.4	-27.8	79.4*	-26.0	101.0	-1.4
CC(OC(=O)c1ccc(Cl)c(S(N)(=O)=O)c1)C(=O)NCc1ccc2c(c1)OCO2 (centres undefined)	-9.3	3.4	2.9	-1.1	-5.2	1.5	9.2	-3.4	0.8	103.1	0.8
O=C(c1ccc(Br)s1)N1CCc2ccccc2C1	5.0	-1.5	1.7	-5.5	-3.5	-0.5	-30.4	26.3	7.7	108.2	1.1
O=C(O)CCc1ccc(-c2ccccc2)n1-c1ccc(C(=O)O)cc1	1.8	-2.9	·	-1.7	15.2	-0.5	2.1	-6.2	25.2	99.8	-3.2
CC1(C(=O)OCC(=O)Nc2ccc(S(=O)(=O)N3CCOCC3)cc2)CC1(Cl)Cl (centres undefined)	-5.0	0.5	5.5	1.1	8.3	-1.6	32.3	28.1	-2.7	93.6	-1.7
CC(C)(C)c1ccc(Oc2ccc(N)cn2)cc1	·	4.5	5.5	·	·	-2.4	·	0.2	37.3	100.5	·
CC1=C(C(=O)Nc2cccc(C)n2)C(c2ccc3c(c2)OCO3)C2=C(CC(c3ccco3)CC2=O)N1 (centres undefined)	-1.2	·	1.0	7.6	6.5	·	-3.6	-7.9	·	95.8	-1.4
